PhoP GFP inhibition – PhoP regulon inhibitors, Salmonella typhi PhoP promoter GFP reporter, confirmatory (AID 1850); Salmonella Typhi PhoP-promoter GFP reporter, fluorescence, 4 h; higher % means a stronger effect; inhibition, % at 50 µM, or IC50 in µM where a hit was titrated; 0.33% of 310,000 active; in the data active = a potency from the dose series; inconclusive = inhibition mostly from about 25% at the one dose, without a potency; inactive = the rest, 99 in 100 with inhibition below about 19%;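 note: 0% = induced wells with vehicle and 100% = uninduced wells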
tuberculosis growth – growth inhibition of non-replicating M. tuberculosis (AID 488890) | one-dose inhibition, % at 25 µM; IC50 in µM for titrated hits | Mycobacterium tuberculosis non-replicating, growth inhibition; higher % means a stronger effect | 0.39% of 320,000 active; in the data active = a potency from the dose series; inconclusive = inhibition mostly from about 82% at the one dose, without a potency; inactive = the rest, 99 in 100 with inhibition below about 76%;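 note: plate controls were DMSO cells for no effect and high antibiotic wells for full effect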
influenza NS1A – NS1A inhibition, H1N1 influenza, cell based functional assay (AID 504329); 0.3% of 340,000 active; NS1A functional cell-based assay, percent inhibition; higher % means a stronger effect; inhibition, % at 12.5 µM, or IC50 in µM where a hit was titrated; in the data active = a potency from the dose series; inconclusive = inhibition above about 27% without an active follow-up result; note: strong numbers were not always called active
VEEV TC-83 Vero – inhibitors of VEEV TC-83 cytopathic effect, confirmation, Vero cells (AID 588727); Vero cells, VEEV TC-83 cytopathic effect inhibition; higher % means a stronger effect; inhibition, % at 20 µM, or IC50 in µM where a hit was titrated; 0.13% of 350,000 active; in the data active = a potency from the dose series; inconclusive = inhibition mostly from about 14% at the one dose, without a potency; inactive = the rest, 99 in 100 with inhibition below about 12%; note: strong numbers were not always called active
H37Rv inhibition – M. tuberculosis growth inhibition, HTS (AID 449762). M. tuberculosis H37Rv growth inhibition, 7H9 media; higher % means a stronger effect. one-dose inhibition, % at 25 µM; IC50 in µM for titrated hits. 0.59% of 330,000 active; in the data active = a potency from the dose series; inconclusive = inhibition above about 70% without an active follow-up result;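 note: bacterial growth assessed after seven days of incubation; strong numbers were not always called active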
VEEV TC-83 Vero 10K pilot screen – also measured in VEEV TC-83 Vero; calls as there; inhibition, %; measured here: 10K pilot screen inhibition
* hit, by the source's call; i = inactive; ? = inconclusive; · = no result given.

SMILES	PhoP GFP inhibition	tuberculosis growth	influenza NS1A	VEEV TC-83 Vero	H37Rv inhibition	others
Cc1cc(N2C(=O)C(O)=C(C(=O)c3ccco3)C2c2ccc([N+](=O)[O-])cc2)no1 (stereo not drawn)	-1%	33%	7%	0.8%	8%
CC(C)(C)NC(=O)CN(C(=O)Cn1nnc(-c2ccccc2F)n1)c1cccc2c1CCCC2	-8%	23%	-8%	7.5%	0%
O=S(N1CCc2ccccc21)C12CC3CC(CC(C3)C1)C2 (stereo not drawn)	-5%	64%	1%	i	-3%
COc1ccc(CC(=O)NC(C)c2nnc(SCc3nc4ccccc4c(=O)[nH]3)n2C)cc1 (stereo not drawn)	-13%	-2%	-16%	2.1%	5%
S=c1[nH]nc(C2COc3ccccc3O2)o1 (stereo not drawn)	1%	14%	-12%	0.9%	7%
COc1ccc(C=NNC(=O)CCCC(=O)NN=Cc2ccc(OC)c(O)c2)cc1O	·	·	-18%	0.8%	·
CC(=O)N1N=C(c2ccccc2)OC12CCCC2	-2%	-14%	1%	i	-8%
O=C(C#Cc1ccccc1)Nc1ccc(F)cc1	6%	57%	4%	4.2%	-7%
Cc1ccc(-c2cc(C(=O)NCC3CCCO3)no2)cc1 (stereo not drawn)	15%	59%	11%	i	17%
O=C1c2ccccc2C(=O)N1Cc1nc2ccccc2c(=O)n1CCN1CCOCC1	-3%	-3%	0%	5.6%	-2%
O=C(/C=C(\c1ccccc1)n1cncn1)c1ccccc1	-3%	1%	7%	i	-1%
Cc1cc(C)nc(SC2=CS(=O)(=O)c3ccccc32)n1	-12%	0%	-2%	12%	-8%
CCOc1ccccc1NC(=O)CSc1ccc(-c2ccco2)nn1	-7%	15%	-2%	4.5%	-18%
CCOc1cc(C(=S)N2CCOCC2)ccc1OS(=O)(=O)c1ccc(NC(C)=O)cc1	2%	8%	6%	0.8%	-5%
Cc1cc(C(=O)O)c(C)n1-c1ccccc1	-4%	-19%	2%	0.3%	-4%
O=C(CSc1nnc(-c2cccnc2)o1)Nc1cccc(Cl)c1	4%	7%	6%	2.1%	2%
O=C(Nc1cccc2cccnc12)c1cccc([N+](=O)[O-])c1	0%	·	-21%	0.5%	6%
CCN(CC)C(=O)CN(C#N)c1nc(OC)nc(N(C)C)n1	-13%	-1%	-1%	1.0%	-4%
O=C(CC(=O)c1ccccc1)Nc1ccccc1C(F)(F)F	2%	8%	-13%	i	7%
O=C(N[C@@H](Cc1c[nH]c2ccccc12)C(=O)O)C1CCN(S(=O)(=O)c2cccs2)CC1	8%	1%	-6%	0.7%	2%
Cc1ccc(CS(=O)(=O)CCC(=O)NCCC2=CCCCC2)cc1	-6%	15%	-4%	1.4%	1%
O=C(O)Cn1c(Cc2ccccc2)nc2ccccc21	-1%	-13%	3%	0.7%	2%
CCn1nnnc1-c1ccc(OC)c(S(=O)(=O)N2CCCCC2)c1	2%	-5%	3%	4.4%	6%
CCOC(=O)c1c(-c2ccccc2)c(C(C)=O)c(=O)n(C)c1C	-6%	2%	1%	0.3%	0%
NCCOc1ccc(C2CCCCC2)cc1	3%	40%	8%	3.3%	2%

Other records
SMILES	PhoP GFP inhibition	tuberculosis growth	influenza NS1A	VEEV TC-83 Vero	H37Rv inhibition	others
O=C(O)CCCNS(=O)(=O)/C=C/c1ccccc1	-13%	-12%	5%	0.5%	3%	VEEV TC-83 Vero 10K pilot screen=1.1
COC(=O)c1cc(C)sc1NC(=O)CCc1ccccc1	-4%	45%	-2%	0.6%	3%
COc1cc2c(cc1OC)C(c1cc3ccc(C)cc3[nH]c1=O)N(C(=O)c1ccco1)CC2 (stereo not drawn)	1%	6%	6%	0.9%	-5%
CCOC(=O)CCNC(=O)Nc1cc2nc(C)n(Cc3cccc(Cl)c3)c2nc1C	-5%	6%	-17%	0.1%	0%
Cc1cc(C(F)(F)F)n(-c2nc(C(=O)NNS(=O)(=O)c3ccccc3)cs2)n1	-13%	14%	14%	6.7%	-5%
O=C(O)C1Nc2c(O)cccc2C2C=CCC12 (stereo not drawn)	-1%	-15%	26%	1.1%	11%
CCOC(=O)C(Cc1ccc(OC)c([N+](=O)[O-])c1)NC(=O)CCC(=O)Nc1ccc(OC)cc1 (stereo not drawn)	-10%	19%	·	i	-1%
CC(C)[C@H](NC(=O)c1ccco1)C(=O)OCC(=O)c1ccc2c(c1)NC(=O)CO2	-7%	2%	1%	i	-6%
CCc1cccc(C)c1NC(=O)c1ccc2c(c1)CCN2S(C)(=O)=O	4%	0%	0%	3.2%	-2%
O=C(Nc1nc2ccccc2s1)c1ccc(N2CCCCC2)c([N+](=O)[O-])c1	-6%	64%	15%	6.6%	13%
Cc1c(CCOC(=O)CC23CC4CC(CC(C)(C4)C2)C3)sc[n+]1CC(=O)c1ccccc1	-12%	65%	6%	9.9%	12%
Cc1[nH]c2ccccc2c1C(=O)COC(=O)Cn1c(C(F)(F)F)nc2ccccc21	-6%	4%	-9%	0.3%	1%
COCCNC(=O)CN(C(=O)CCC(=O)Nc1ccccn1)c1ccc(C)cc1C	-1%	-4%	-5%	7.0%	-10%
CCOC(=O)C1CCCN(S(=O)(=O)c2ccc(Br)c(OC)c2)C1 (stereo not drawn)	-6%	-8%	-3%	5.5%	-9%
O=C1CCc2cc(NS(=O)(=O)c3ccc(F)cc3)cc3c2N1CC3	2%	-3%	-1%	0.5%	23%
CCO[C@H]1OC(C(=O)NCc2nc3ccccc3[nH]2)=C[C@@H](c2cn(C(C)=O)c3ccccc23)[C@@H]1CCCO	-15%	30%	-9%	5.7%	19%
Cc1ccc(S(=O)(=O)N2CCOCC2)cc1NC(=O)Cn1nc(C)c([N+](=O)[O-])c1C	-6%	-4%	1%	2.8%	0%
Cc1ccc(S(=O)(=O)NC(CN2CCOCC2)=NCCNS(=O)(=O)c2ccccc2)cc1	-16%	16%	-8%	0.3%	4%
CC(C)CN1C=C2C(=O)C(C)(OC(=O)C3CCCC3)C(=O)C=C2C=C1c1ccsc1 (stereo not drawn)	-5%	-3%	15%	1.2%	1%
COC(=O)c1ccc2c(=O)n(CCCCCC(=O)O)c(=S)[nH]c2c1	-13%	-12%	-3%	1.7%	1%
CC(C)NC(=O)c1ccc(COc2ccc(C(C)(C)C)cc2)o1	2%	56%	-18%	i	5%
COc1ccc(CCN2C(=O)C3C4CC(C5C(C(N)=O)=NOC45)C3C2=O)cc1OC (stereo not drawn)	-2%	3%	2%	i	5%
C=C(C)C(=O)Nc1nnc(-c2cccs2)s1	0%	44%	-5%	2.3%	8%
O=C(NC(=S)NCc1ccccc1)c1ccc(Br)o1	-4%	14%	-10%	1.5%	-4%
Nc1cc(C(=O)OCC(=O)NCc2ccco2)ccc1Cl	6%	-3%	-12%	0.4%	-4%

Further entries:
SMILES	PhoP GFP inhibition	tuberculosis growth	influenza NS1A	VEEV TC-83 Vero	H37Rv inhibition	others
COCc1cc(Sc2ccc(Br)cc2)nc(-c2ccccc2)n1	0%	9%	-6%	3.9%	8%
Cc1cccc(NC(=S)NC2CCCCCC2)c1C	3%	?	5%	i	23%
CCN(CC)S(=O)(=O)c1cc(NS(=O)(=O)c2cccc(Cl)c2)ccc1C	7%	3%	16%	0.0%	13%	VEEV TC-83 Vero 10K pilot screen=3.3
Cc1cccc2cc(COC(=O)c3ccco3)c(=O)[nH]c12	10%	-10%	-3%	1.9%	-4%
O=C(Nc1cccc(S(=O)(=O)N2CCCCC2)c1)c1ccc(Cl)nc1	·	53%	-15%	11%	2%
Nc1ncnc2c1ncn2[C@@H]1O[C@H](CNCC(O)CO)[C@@H](O)[C@H]1O (stereo partly drawn)	·	·	-6%	i	·
Cc1nc(NC(=O)/C=C/c2ccccc2)sc1C(=O)N1CCCCC1	3%	18%	13%	5.3%	4%
COc1ccc(Cl)cc1S(=O)(=O)N1CCN(C(=O)c2ccco2)CC1	26%	-6%	4%	i	-7%
C[n+]1ccc(-c2ccncc2)cc1	9%	18%	-9%	0.1%	9%
C=CCc1ccc(OCc2ccc(C(=O)Nc3ccc(NC(C)=O)cc3)o2)c(OC)c1	0%	14%	-5%	i	9%
O=C1COc2ccc(S(=O)(=O)NCCc3ccc(Cl)cc3)cc2N1	5%	2%	9%	3.1%	6%
CCC(C)CCN1C(Nc2ccccc2)=NC[C@@H]1CC(C)C (stereo partly drawn)	11%	38%	-2%	i	-1%
Cn1c2c(c(=O)n(C)c1=O)NC1(N2)C(=O)Nc2ccccc21 (stereo not drawn)	-4%	10%	-7%	0.5%	-3%
COc1ccc2c(C)c(CCC(=O)NC3CC3)c(=O)oc2c1	-17%	0%	-8%	0.2%	-6%
C=CCN(C(=O)c1csnn1)C(C(=O)NC1CCCC1)c1cccs1 (stereo not drawn)	-2%	12%	-3%	1.2%	-3%
COc1ccc(/C=C/C(=O)N2CCNC(=O)C2)c(OC)c1	-8%	12%	4%	1.6%	1%
O=C(CC1C(=O)NCCN1C(=O)Nc1ccc(F)cc1F)Nc1ccc(F)cc1 (stereo not drawn)	-17%	-16%	-1%	i	-5%
CCOc1ccc(CCNC(=O)CCc2nnc3ccc(N4CCOCC4)nn23)cc1OCC	-7%	5%	10%	0.0%	-5%

Gathered by group: the compounds so far containing an aryl methoxy group
SMILES	PhoP GFP inhibition	tuberculosis growth	influenza NS1A	VEEV TC-83 Vero	H37Rv inhibition	others
COc1ccc(CC(=O)NC(C)c2nnc(SCc3nc4ccccc4c(=O)[nH]3)n2C)cc1 (stereo not drawn)	-13%	-2%	-16%	2.1%	5%
COc1ccc(C=NNC(=O)CCCC(=O)NN=Cc2ccc(OC)c(O)c2)cc1O	·	·	-18%	0.8%	·
CCN(CC)C(=O)CN(C#N)c1nc(OC)nc(N(C)C)n1	-13%	-1%	-1%	1.0%	-4%
CCn1nnnc1-c1ccc(OC)c(S(=O)(=O)N2CCCCC2)c1	2%	-5%	3%	4.4%	6%
COc1cc2c(cc1OC)C(c1cc3ccc(C)cc3[nH]c1=O)N(C(=O)c1ccco1)CC2 (stereo not drawn)	1%	6%	6%	0.9%	-5%
CCOC(=O)C(Cc1ccc(OC)c([N+](=O)[O-])c1)NC(=O)CCC(=O)Nc1ccc(OC)cc1 (stereo not drawn)	-10%	19%	·	i	-1%
CCOC(=O)C1CCCN(S(=O)(=O)c2ccc(Br)c(OC)c2)C1 (stereo not drawn)	-6%	-8%	-3%	5.5%	-9%
COc1ccc(CCN2C(=O)C3C4CC(C5C(C(N)=O)=NOC45)C3C2=O)cc1OC (stereo not drawn)	-2%	3%	2%	i	5%
COc1ccc(Cl)cc1S(=O)(=O)N1CCN(C(=O)c2ccco2)CC1	26%	-6%	4%	i	-7%
C=CCc1ccc(OCc2ccc(C(=O)Nc3ccc(NC(C)=O)cc3)o2)c(OC)c1	0%	14%	-5%	i	9%
COc1ccc2c(C)c(CCC(=O)NC3CC3)c(=O)oc2c1	-17%	0%	-8%	0.2%	-6%
COc1ccc(/C=C/C(=O)N2CCNC(=O)C2)c(OC)c1	-8%	12%	4%	1.6%	1%
